DAT uptake mod: changed human dopamine transporter uptake under cocaine IC80; Q01959; LLC-PK1 hDAT cells, [14C]-dopamine uptake with cocaine IC80; actives deviate in either direction; B-score at 10 µM; actives 1.3% (n = 110,000); AID 449768;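 active means Z score or B-score, a plate-position-corrected score, falls beyond the plate's 99.7% confidence bounds, in either direction; inactive means both scores lie inside the 99.7% bounds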;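 further: scored against the spread of the other compound wells on the same plate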
Target sequence (Q01959 whole entry, looked up): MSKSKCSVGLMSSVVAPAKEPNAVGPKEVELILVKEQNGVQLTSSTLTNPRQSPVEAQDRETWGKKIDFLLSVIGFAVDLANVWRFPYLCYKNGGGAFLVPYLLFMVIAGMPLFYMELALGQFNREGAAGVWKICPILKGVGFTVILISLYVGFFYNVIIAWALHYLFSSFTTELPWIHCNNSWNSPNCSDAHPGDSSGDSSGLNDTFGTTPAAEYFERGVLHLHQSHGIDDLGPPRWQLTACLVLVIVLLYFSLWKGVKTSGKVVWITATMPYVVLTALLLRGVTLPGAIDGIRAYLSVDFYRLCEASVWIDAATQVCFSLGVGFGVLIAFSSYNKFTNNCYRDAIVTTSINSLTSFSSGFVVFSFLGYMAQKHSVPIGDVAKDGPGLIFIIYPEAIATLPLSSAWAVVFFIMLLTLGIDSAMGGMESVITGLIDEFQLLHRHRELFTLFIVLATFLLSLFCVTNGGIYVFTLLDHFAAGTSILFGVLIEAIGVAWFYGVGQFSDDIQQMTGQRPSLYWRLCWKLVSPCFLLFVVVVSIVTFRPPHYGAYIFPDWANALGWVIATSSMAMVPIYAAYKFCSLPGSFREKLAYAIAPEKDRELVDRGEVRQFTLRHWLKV
An asterisk follows results filed as active. An excerpt (hit frequency here may not be typical).

SMILES	DAT uptake mod
COCOc1ccc(/C=C/C(=O)c2c(OCOC)cc(OCOC)c(CC=C(C)C)c2O)cc1OCOC	-0.75
C[C@@H]1C=C[C@](Cc2ccccc2)(C(=O)O)N1C(=O)c1ccccc1	0.057
Cc1cccc2sc(NNC(=O)c3ccc(S(=O)(=O)N4CC(C)CC(C)C4)cc3)nc12 (stereo not drawn)	-0.93
COc1cc(OC)c2c(-c3ccccc3)cc(=O)oc2c1C(CC(=O)N1CCN(c2ccccc2)CC1)c1ccc(N(C)C)cc1 (stereo not drawn)	0.97
C#Cc1ccc2c(c1)COc1c3ccccc3nn1-2	0.19
COc1ccc(-c2[nH]c(-c3ccccc3)nc2SCC(=O)NC2CCCC2)cc1	4.7*
Cc1ccc(S(=O)(=O)N2CCC(=O)N(CCOCc3cccc(F)c3)CC2)cc1	0.0059
CC1(c2nnc(-c3ccncc3)o2)CC(c2ccc(Cl)cc2)=NO1 (stereo not drawn)	-1.5
O=C(CC(c1ccccc1)(c1ccccc1)c1ccccc1)N[C@@H](Cc1ccc(O)cc1)C(=O)O	-0.056
O=C1CC2(CCCC2)Oc2ccc(Cl)cc21	0.17
Cc1c(Cc2ccc3c(c2)OCO3)sc(NC(=O)c2cccc3ccccc23)c1C(N)=O	1.2
COC(=O)C(Cc1ccccc1)NS(=O)(=O)c1ccc(F)cc1Br (stereo not drawn)	0.75
O=C(O)C[C@H]1c2cc(C(F)(F)F)ccc2S(=O)(=O)N1Cc1ccccc1	0.34
CC(C)(C)CN1C(=O)C(=O)NC[C@H]1Cc1ccc(O)cc1	-0.6
O=C(NCCCN1CCOCC1)C1Nc2ccc(OC(F)(F)F)cc2C2C=CCC12 (stereo not drawn)	-0.74

Structures listed so far shown as hits in DAT uptake mod.
SMILES	DAT uptake mod
COc1ccc(-c2[nH]c(-c3ccccc3)nc2SCC(=O)NC2CCCC2)cc1	4.7*

Next entries
SMILES	DAT uptake mod
COc1cc2c(c(OC)c1OC)-c1c(cc(OC)c(OC)c1OC)C[C@](C)(O)[C@@H](C)C2	-0.24
C=CCNC(=O)c1ccc2c(c1)S(=O)(=O)c1ccccc1C2=O	0.12
CC1(C)[C@@H](O)CC[C@]2(C)C3C(O)C=C4[C@H]5C[C@@](C)(CO)CC[C@]5(C)CC[C@]4(C)[C@]3(C)CC[C@@H]12 (stereo partly drawn)	0.45
O=C(Nc1nc2cc3c(cc2s1)OCCO3)c1cccc(N2C(=O)CCC2=O)c1	0.44
CCCCN1CC[C@H]2C=CC[C@@H](C(=O)NCc3ccc(OC)cc3)[C@H]2C1=O	0.79
CCO[C@H]1OC(C(=O)N2CCOCC2)=C[C@@H](c2ccc3c(c2)OCO3)[C@@H]1CCCO	-1.4
O=C(Nc1nccs1)[C@@H]1CC=C[C@@H]2CCN(Cc3ccccc3)C(=O)[C@@H]21	-0.69
O=c1cc(N2CCCCCC2)[nH]c(=O)n1-c1ccc(Cl)cc1	0.19
O=C(O)C[C@H]1c2cc(C(F)(F)F)ccc2S(=O)(=O)N1C1CCN(Cc2ccccc2)CC1	-0.38
NC(=O)CC(NC(=O)c1ccccc1)c1ccc(NCc2ccc(F)cc2)c([N+](=O)[O-])c1 (stereo not drawn)	0.6
O=C(NCc1ccccc1)C1=C[C@H](c2coc3ccccc3c2=O)C[C@H](OCc2ccc(CO)cc2)O1	1.6
CCO[C@H]1OC(C(=O)Nc2ccccc2)=C[C@@H](c2ccc(C(F)(F)F)cc2)[C@@H]1CCCO	0.063
COC/C=C/C1=CC2=CC(=O)C(C)(OC(=O)c3cnc4ccccc4n3)C(=O)C2=CN1CCc1ccccn1 (stereo not drawn)	0.046
COc1cc(F)c(C(=O)NC(C)(C)CO)cc1OC	-0.81
CN1C[C@@H]2C(c3ccc(C(F)(F)F)cc3)C3(c4ccc(C#N)cc4)CC2(C3)[C@H]1c1ccccc1 (stereo partly drawn)	0.89

3 entries already listed, sorted by the value under DAT uptake mod, low to high:
SMILES	DAT uptake mod
CC1(c2nnc(-c3ccncc3)o2)CC(c2ccc(Cl)cc2)=NO1 (stereo not drawn)	-1.5
COc1cc(F)c(C(=O)NC(C)(C)CO)cc1OC	-0.81
O=C(CC(c1ccccc1)(c1ccccc1)c1ccccc1)N[C@@H](Cc1ccc(O)cc1)C(=O)O	-0.056

5 entries drawn at random from the list so far, as already listed:
SMILES	DAT uptake mod
COc1cc(F)c(C(=O)NC(C)(C)CO)cc1OC	-0.81
NC(=O)CC(NC(=O)c1ccccc1)c1ccc(NCc2ccc(F)cc2)c([N+](=O)[O-])c1 (stereo not drawn)	0.6
CN1C[C@@H]2C(c3ccc(C(F)(F)F)cc3)C3(c4ccc(C#N)cc4)CC2(C3)[C@H]1c1ccccc1 (stereo partly drawn)	0.89
CCO[C@H]1OC(C(=O)N2CCOCC2)=C[C@@H](c2ccc3c(c2)OCO3)[C@@H]1CCCO	-1.4
CCCCN1CC[C@H]2C=CC[C@@H](C(=O)NCc3ccc(OC)cc3)[C@H]2C1=O	0.79

The list continues:
SMILES	DAT uptake mod
CSc1nc(C)cc(-c2cc(C(=O)Nc3ccccc3)on2)n1	-0.17
CCC1=C(OC(=O)N(CC)CC)N2C(=O)OC(=NCCc3c[nH]c4ccccc34)[C@]2(Cc2ccccc2)[C@H]2C1=CC[C@H]1C(=O)NC(=O)[C@H]12	1.2
CC(C)C[C@@H]1NC(=O)[C@H](Cc2ccc(O)cc2)NC(=O)c2cc([N+](=O)[O-])cc(I)c2NCCC[C@@H](C(N)=O)NC1=O	0.3
C[C@@H](O)C1NC(=O)[C@H](CCCCN)NC(=O)c2cc([N+](=O)[O-])cc(F)c2NCCCC[C@@H](C(N)=O)NC1=O (stereo partly drawn)	-0.42
CC(C)CCn1c(N2CCc3ccccc3C2)nc2c1c(=O)[nH]c(=O)n2C	-1.2
COc1ccc(-c2[nH]c(-c3ccc(Cl)cc3)nc2SCC(=O)Nc2nccs2)cc1	-0.34
C#CCOCCOCCOCCNc1nc(N2CCN(C(=O)[C@H](C(C)C)n3cc(CCO)nn3)CC2)nc(N2CCN(C(=O)[C@H](CCCCN)n3cc(CCCC)nn3)CC2)n1	0.062
COC(=O)C1=C[C@@H](C(=O)OC)[C@@H]2C3=C(C(=O)[C@]2(C)NC(=O)c2ccccc2)[C@H](C)n2c(=O)n(-c4ccccc4)c(=O)n2[C@@H]3C1	0.66
O=C(O)C1=C[C@H](c2ccc3c(c2)OCO3)C[C@H](OCCCCO)O1	-0.86
CC(C)NC(=O)c1onc(CSc2ccc(Cl)cc2)c1C(=O)NC(C)C	2.4
COC(C[C@H](O)[C@H](C)[C@@H](O)COCc1ccccc1)OC	-0.03
Cc1nc2sc(C(c3ccccc3)N3CCN(C)CC3)c(O)n2n1 (stereo not drawn)	-0.29
O=C(NC1CC1)C1=C[C@@H](c2csc3ccccc23)C[C@@H](OCc2ccc(CO)cc2)O1	-0.0068
CC(=O)N1[C@H](C)C=C[C@]1(Cc1ccccc1)C(=O)NCc1cc(F)cc(C(F)(F)F)c1	0.6
COc1ccc(NC(=O)c2nc[nH]c2C(=O)N(C)Cc2ccccc2)cc1	0.52
Cc1nc(-c2ccc(Cl)cc2)sc1C1(C)CC(c2c(Cl)cccc2Cl)=NO1 (stereo not drawn)	2.3
NC(=O)[C@@H]1CC2(CC(c3cccc(NC(=O)[C@H]4CCC(=O)N4)c3)=NO2)CN1C(=O)COc1ccc(Cl)cc1 (stereo partly drawn)	1.2
CCO[C@@H]1OC(C(=O)NCc2ccccc2)=C[C@H](C)[C@H]1CCCO	0.31
C/C=C\C(=O)Nc1cccc(C2=NOC3(C2)C[C@@H](C(N)=O)N(C(=O)c2ccc(Cl)cc2)C3)c1 (stereo partly drawn)	0.39
CCN=C(NCC)SC1CC(=O)N(c2ccc(OCC)cc2)C1=O (stereo not drawn)	-0.63
COc1ccc(S(=O)(=O)n2nc(OC(C)=O)cc2N(C(C)=O)C(C)=O)cc1	0.12
COc1ccc2ccc(=O)oc2c1CC(O)C(C)(C)O (stereo not drawn)	-0.59
COC(=O)CCCC1=CC2=C(c3ccccc3)C(=O)C(C)(OC(=O)C3CCCC3)C(=O)C2=CN1CC(C)C (stereo not drawn)	0.0043
CC(Cc1ccccc1)(NC(=O)CN)c1ccccc1 (stereo not drawn)	-0.001
COc1cc(/C=C/C(=O)OC2CC3CCC2(C)C3(C)C)ccc1O (stereo not drawn)	-0.03
COC(=O)CCC(=O)OC1(C)C(=O)C2=COC(c3ccc(OC)cc3)=CC2=C(Br)C1=O (stereo not drawn)	0.41
COc1ccc2[nH]c(=O)c(-c3nnn(-c4ccc(F)cc4)n3)cc2c1	-0.76
Cc1cccc(-n2ncc3c(N(C)Cc4ccccc4)ncnc32)c1	0.6
COc1cc2nc3occc3c(OC)c2cc1OC	-0.32
CC1(OC(=O)CCc2ccccc2)C(=O)C=C2C=C(c3ccc(C#N)cc3)N(C3CCCC3)C=C2C1=O (stereo not drawn)	0.29
Cc1cc(-c2ccc3c(c2)COc2c4ccccc4nn2-3)on1	0.44
CCO[C@@H]1OC(C(=O)N2CCN(C)CC2)=C[C@H](C(C)(C)C)[C@H]1CCCO	-0.97
O=C(O)C1=C[C@H](c2ccccc2)C[C@H](OCc2ccc(CO)cc2)O1	-1.1
COc1ccc(NC(=O)CCCCC#Cc2ccccc2)cc1	-0.042
COC(=O)CCC(=O)OC1(C)C(=O)C=C2C=C(C3CC3)N(CCc3c[nH]c4ccccc34)C=C2C1=O (stereo not drawn)	-0.99
COc1ccc(COc2cc(-c3cccc(OC)c3)nc3ccc(NC(C)=O)cc23)cc1	0.029
CC(C)C(=O)N1CCC2(CC1)Oc1ccc(F)cc1C(=O)C21CC(c2cccnc2)=NO1 (stereo not drawn)	-0.85
O=c1cc(-c2ccccc2Cl)oc2c(NS(=O)(=O)c3cccc4nsnc34)ccc(O)c12	0.0034
S=C1NC[C@H](CC2CCCCC2)N1CCc1cccc2ccccc12	0.23
C/C=C/C(=O)Nc1cccc(C2=NOC3(C2)C[C@H](C(N)=O)N(C(=O)/C=C/C)C3)c1 (stereo partly drawn)	-0.0021
CC1(C)C2CC[C@]3(C)C(CC=C4[C@@H]5C[C@@](C)(CO)[C@@H](O)C[C@]5(C(=O)O)CC[C@]43C)[C@@]2(C)CC[C@@H]1O (stereo partly drawn)	-1.1
C#Cc1ccc([C@@H]2C=C(C(=O)O)O[C@H](OCC)[C@H]2CCCO)cc1	0.29
CC1(C)c2[nH]c3ccccc3c2C[C@@H]2C(=O)N(Cc3ccccc3F)C(=O)N21	-0.82
O=C(O)c1ccccc1N=Nc1ccc(O)cc1	0.61
O=C(NCCOc1ccccc1)C1Nc2ccc(OC(F)(F)F)cc2C2C=CCC12 (stereo not drawn)	-0.2
O=C(c1ccc(C(F)(F)F)cc1)N1CCC(=O)N(C(COCc2ccc(Cl)cc2)Cc2ccccc2)CC1 (stereo not drawn)	-1.2
COc1ccc(C[C@@H]2CN3C(=NC[C@@H]3C)N2C[C@H](C)NC(=O)c2ccc(C)c(Br)c2)cc1	0.28
CCCCNC(=O)Cc1cc(=O)[nH]c(=O)[nH]1	0.014
CC(C)CCN(N=O)[C@@H](Cc1ccccc1)CN(N=O)[C@@H](Cc1ccccc1)CN(C)N=O	-0.95
O=C(NCc1nc2ccccc2[nH]1)C1=C[C@H](c2ccc3c(c2)OCO3)C[C@H](OCCCCO)O1	0.7
COc1ccc(O[C@H]2C=C[C@@H](c3ccccc3)O[C@@H]2COC(=O)CC/C(C)=N/O[C@@H](C)c2cn([C@H](CO)Cc3ccccc3)nn2)cc1	0.23
C=C(C)[C@@H]1CCC2(C(=O)O)CC[C@]3(C)[C@H](CC[C@@H]4[C@@]5(C)CCC(=O)C(C)(C)[C@@H]5CC[C@]43C)[C@@H]12 (stereo partly drawn)	0.42
CC(Cc1ccccc1)C(=O)NCc1ccncc1 (stereo not drawn)	-1.5
C#CCNC(=O)C1=C[C@@H](c2ccc(C(F)(F)F)cc2)C[C@@H](OCCCCO)O1	-0.56
CC1(OC(=O)CCc2ccccc2)C(=O)C=C2C=C(c3ccc(C#N)cc3)N(C(CO)CO)C=C2C1=O (stereo not drawn)	-1
O=C1C=C(c2ccc3c(c2)OCO3)CCC1	0.8
COc1cc(O)c2c(c1)OC(c1ccc(O)cc1)CC2=O (stereo not drawn)	0.58
CC(C)CC1(C(=O)NCCN2CCOCC2)C=CCN1C(=O)c1ccccc1 (stereo not drawn)	-0.71
COc1ccc(-c2[nH]c(-c3cccc(OC)c3)nc2SCC(=O)NC2CCCC2)cc1	1.4
O=C(O)C[C@H]1c2cc(F)ccc2S(=O)(=O)N1Cc1ccccc1	-0.48

Carrying on.
SMILES	DAT uptake mod
COc1cc(/C=C\C(=O)OCn2nnc3ccccc3c2=O)cc(OC)c1OC	0.63
COc1ccccc1CNC(=O)c1ccc(-c2ccccc2C(F)(F)F)o1	1.2
Oc1ccc2ccccc2c1Br	0.069
Nc1ccc(CNC(=O)OCC2c3ccccc3-c3ccccc32)cc1	-2
Cc1cccc(CSC2=NN3CCCC(=O)N=C3S2)c1	0.03
CCC/C=C1/CCCOC(C(=O)NCc2ccccc2)(C(F)(F)F)C1 (stereo not drawn)	-0.56
COC(=O)c1cc(-c2ccccc2)n(CCN)c1C	0.075
O=C(NCc1ccc(C(F)(F)F)cc1)C1CC(c2ccc(C(F)(F)F)cc2)=NO1 (stereo not drawn)	0.019
COc1cc(C(CCN2CCCC2)c2c(OC)cc(OC)c3c(-c4ccccc4)cc(=O)oc23)cc(OC)c1OC (stereo not drawn)	0.075
CC(=O)N1[C@H](Cc2ccccc2)C=C[C@]1(C)C(=O)NCc1ccccn1	-1.3
CC(c1cc2ccccc2s1)N(O)C(N)=O (stereo not drawn)	-1.9
C[C@@H]1CC=C[C@H]2[C@H]1C(=O)N(Cc1ccccc1)[C@H]2c1ccc(-c2ccc(N(C)C)cc2)cc1F	-0.37
C=C1c2ccccc2S(=O)(=O)N(Cc2ccccc2)C1COCc1ccccc1 (stereo not drawn)	0.91
